HIV RNase H inh – blocks HIV-1 RNase H cleavage of RNA/DNA duplex | inhibition, % at 10 µM | RT-RNase H RNA/DNA duplex cleavage, fluorescence | P04585 | 65,000 compounds, 1.9% hits; in the data active means inhibition above about 50%
RmlCD inh mix – inhibitors of RmlC and RmlD coupled enzymes; RmlC/RmlD coupled enzyme inhibition, 384-well mixture HTS; inhibition, % at 5.5 µM; 110,000 compounds, 0.39% hits; in the data active means inhibition above about 30%, passing the limit was not always enough; further: strong numbers were not always called active
The depositor's hits bear a star; . = not tested or not shown; & = joins results of further samples.

SMILES,HIV RNase H inh,RmlCD inh mix
COc1ccc(/C=N/NC(=O)c2ccc3ccccc3c2)cc1OS(=O)(=O)c1ccc(NC(C)=O)cc1,.,-16
C=CCn1c(SCc2nc3ccccc3nc2C)nnc1-c1ccoc1C,2,17
C/C=C/C(=O)Nc1cccc(C2=NOC3(C2)C[C@@H](C(N)=O)N(C(=O)c2cc([N+](=O)[O-])cc([N+](=O)[O-])c2)C3)c1 (stereo not given in full),.,2
CCOC(=O)c1nc(Nc2ccc(C(C)=O)cc2)c2ccccc2n1,.,-10
Cc1ccc(S(=O)(=O)N(CC(O)CN2CCOCC2)c2cc(Cl)ccc2Cl)cc1 (stereo not given),-3,7
Cc1ccc(S(=O)(=O)N/N=C\c2ccc([N+](=O)[O-])o2)cc1,.,3
Cc1csc(NC(=O)C2CCCO2)n1 (stereo not given),2,-13
COCCN1C(=O)c2oc3cc(C)c(C)cc3c(=O)c2C1c1cccc(O)c1 (stereo not given),2,3
CCOC(=O)c1sc(N)c(C#N)c1COC(=O)CNC(=O)c1cc(OC)c(OC)c(OC)c1,.,5
O=C1CN(c2nnnn2-c2ccccc2)CCN1,.,55
CS(=O)(=O)Nc1ccccc1C(=O)N1CCCC1,-2,-14
O=C(CCl)NNc1cccc(Cl)n1,.,-1
O=C(NCc1ccco1)c1ccc2c(c1)S(=O)(=O)c1ccccc1C2=O,.,5
CCOc1ccc(S(=O)(=O)N(C)c2ccc(OCC(=O)N3CCOCC3)cc2)cc1,.,-14
COc1ccc(Cl)cc1N1C(=O)[C@@H]2C(c3cccc(OC)c3OC)=NO[C@@H]2C1=O,-8,2

SMILES,HIV RNase H inh,RmlCD inh mix
COc1ccc(CNC(=O)c2cc3c(=O)n4ccccc4nc3n(Cc3cccnc3)c2=N)cc1,-10,-3
COc1cccc(NC(=O)C2CCN(Cc3cnn(-c4ccccc4)c3-n3cccc3)CC2)c1,.,9
CC[C@]1(O)CC2CN(CCc3c([nH]c4ccccc34)[C@@](C(=O)OC)(c3cc4c(cc3OC)N(C=O)[C@H]3[C@@](O)(C(=O)OC)[C@H](OC(C)=O)[C@]5(CC)C=CCN6CC[C@]43[C@@H]65)C2)C1 (stereo not given in full),-15,2
CC(C)(C)c1cc(NC(=O)C2CCCO2)no1 (stereo not given),0,5
Nc1ccccc1C#Cc1ccccc1,.,-7
Cc1cc(=O)[nH]c(SCCCOc2ccc(F)cc2)n1,.,-12
c1ccc(-c2nc3cnccn3c2Nc2ccc3c(c2)OCCO3)cc1,-28,-35
O=C1C2CC=C(Cl)CC2C(=O)N1CCN1CCOCC1 (stereo not given),.,9
CCc1nc(SCC(=O)Nc2ccc(C(=O)O)cc2)n[nH]1,30,15
O=C(Nc1ccc2c(c1)OCO2)c1cn(Cc2ccc(F)cc2)nn1,-9,2
COc1ccccc1OCC(=O)O,-4,-50&9
CN1CCN(Cc2nc3c(c(=O)n(C)c(=O)n3C)n2CCCc2ccccc2)CC1,-2,10
Cc1ccc(C)c(N2CCN(C(=O)C3CCCN(S(=O)(=O)c4c(C)noc4C)C3)CC2)c1 (stereo not given),-9,-10
CCCc1c(C)c2c(C)[nH]nc2oc1=O,.,7
c1ccc(-n2nnc3ccccc32)nc1,-11,3

The last 4 entries of the part before open the next one:
SMILES,HIV RNase H inh,RmlCD inh mix
CN1CCN(Cc2nc3c(c(=O)n(C)c(=O)n3C)n2CCCc2ccccc2)CC1,-2,10
Cc1ccc(C)c(N2CCN(C(=O)C3CCCN(S(=O)(=O)c4c(C)noc4C)C3)CC2)c1 (stereo not given),-9,-10
CCCc1c(C)c2c(C)[nH]nc2oc1=O,.,7
c1ccc(-n2nnc3ccccc32)nc1,-11,3
COc1ccc(S(=O)(=O)N2CCN(c3ncnc4c(-c5ccccc5)nsc34)CC2)cc1,1,.
O=C(Nc1cccc(Cl)c1)O/N=C\c1ccncc1,.,9
CCCCN(NC(C)=O)c1nc(Cl)nc(NC(C)C)n1,.,-1
Cc1ccc(-c2nn3c(C)nnc3s2)cc1NC(=O)c1ccc(OC(C)C)cc1,9,4
OCCNc1nc(Nc2ccccc2Cl)nc(N2CCCC2)n1,.,-15
COc1ccc(CCNC(=O)CSc2nc(-c3ccco3)cc(C(F)(F)F)n2)cc1,0,4
COC(=O)c1nnn(Cc2ccccc2)c1N,0,.
CCOC(=O)C1CCc2nc3ccccc3c(=O)n21 (stereo not given),-12,4
Cc1sc(=NC(=O)c2ccco2)n(C)c1-c1ccccc1,.,7
Cc1onc(-c2ccccc2Cl)c1C(=O)OCC(=O)Nc1ccc2c(c1)OCO2,-9,-14
CCOC(=O)c1cccc(NC(=O)c2cccs2)c1,-14,-6
COc1ccc(OC)c(N=Cc2c(O)[nH]c3ccccc23)c1,-10,-22
CCN(CC)C(=O)CC1(c2ccccc2OC)CCOC(C(C)C)C1 (stereo not given),.,4
Cc1cc(C)cc(NS(=O)(=O)c2ccc3oc(=O)ccc3c2)c1,.,5
CCCCc1nc2n[nH]c(N)c2c2c1CCCC2,-18,9

SMILES,HIV RNase H inh,RmlCD inh mix
COc1cc(-c2nnc(COc3ccc(Cl)cc3C)o2)cc(OC)c1OC,.,4
CCOC(=O)CSc1nnc(-c2cccnc2)o1,.,7
COCCN(C(=O)CNC(=O)c1ccco1)C(C(=O)NC1CCCCC1)c1cccs1 (stereo not given),.,4
CC(=O)N1CCc2cc(Br)cc(S(=O)(=O)N3CCCCCC3)c21,-8,-6
O=C1CC(c2cccc(Oc3ccccc3)c2)NC(=O)N1 (stereo not given),-44,11
Brc1ccc2oc3c(N4CCOCC4)ncnc3c2c1,-29,15
C[C@H](NC(=O)c1nc[nH]c1C(=O)NC(c1ccccc1)c1ccccc1)C(=O)OC(C)(C)C,.,-17
COc1ccc(NC(=O)CSc2nnc(-c3ccc(C)cc3)n2N)cc1,3,14
CCc1ccc2nc(NC3=NCN(CCCN4CCOCC4)CN3)nc(C)c2c1,-4,.
CCCC(=O)Nc1ccccc1NC(=O)CCC,-2,4
O=C(COc1ccc(Cl)cc1Cl)N/N=C1\CCCc2ccccc21,.,6
C#CCNC(=O)C1=C[C@H](c2ccccc2)[C@@H](CCCO)[C@H](OCC)O1,.,5
Cc1nc2sc(C(c3ccccc3)N3CCN(C(=O)c4ccco4)CC3)c(O)n2n1 (stereo not given),-28,-19
O=C(O)c1ccc(-c2ccc(Cl)cc2Cl)o1,.,4
COc1ccccc1C(=O)Nc1cc2cc(Cl)ccc2oc1=O,.,-48

As entered above.
COc1ccccc1C(=O)Nc1cc2cc(Cl)ccc2oc1=O in RmlCD inh mix = -48
O=C(COc1ccc(Cl)cc1Cl)N/N=C1\CCCc2ccccc21 in RmlCD inh mix = 6
Cc1nc2sc(C(c3ccccc3)N3CCN(C(=O)c4ccco4)CC3)c(O)n2n1 (stereo not given) in HIV RNase H inh = -28
COCCN(C(=O)CNC(=O)c1ccco1)C(C(=O)NC1CCCCC1)c1cccs1 (stereo not given) in RmlCD inh mix = 4
COc1cc(-c2nnc(COc3ccc(Cl)cc3C)o2)cc(OC)c1OC in RmlCD inh mix = 4
CCCC(=O)Nc1ccccc1NC(=O)CCC in RmlCD inh mix = 4

Shown with each value named: entries from further up.
canonical_smiles: CCCC(=O)Nc1ccccc1NC(=O)CCC
  HIV RNase H inh = -2; RmlCD inh mix = 4

canonical_smiles: CC(=O)N1CCc2cc(Br)cc(S(=O)(=O)N3CCCCCC3)c21
  HIV RNase H inh = -8; RmlCD inh mix = -6

(next part)
SMILES,HIV RNase H inh,RmlCD inh mix
CCOc1ccc(Br)cc1S(=O)(=O)N1CCCC1,.,-14
COC(=O)c1ccc(CSc2nc3ccccc3c(=O)n2CC(C)C)o1,.,-15
O=C(OCC#CCSc1nnc(-c2ccncc2)o1)c1cccs1,-36,8
CCCOc1ccc(C2C(=O)N(C3CCCCCC3)CC(=O)N2Cc2ccco2)cc1OC (stereo not given),.,-9
Cc1occc1C(=O)NC(C)CCc1ccccc1 (stereo not given),-3,-9
CC(/C=N/NC(=O)c1ccc(Br)cc1)=C\c1ccccc1,.,-20
CC1=C(C)CS(=O)N(S(=O)(=O)c2ccccc2)C1 (stereo not given),.,-27
Cc1cc(NC(=O)CC(CN(C)S(=O)(=O)c2ccccc2)c2ccccc2)no1 (stereo not given),5,9
COCCNC(=O)C1Nc2ccc(C(F)(F)F)cc2C2C=CCC12 (stereo not given),.,4
CCOc1cc(C2/C(=C(/O)c3ccc(OC(C)C)cc3)C(=O)C(=O)N2CCCOC)ccc1O (stereo not given),5,9
CCN1/C(=C/c2ccc3ccccc3[n+]2CC)C=Cc2ccccc21,.,-5
CSc1nc(C)c2c(n1)N(c1ccc(F)cc1)CC2,.,-13
OC(Cc1nc2ccccc2[nH]1)c1ccccc1Cl (stereo not given),-2,21
Cc1ccc(-c2nn3c(C)nnc3s2)cc1N,2,-25
O=C(O)CCCCCN1C(=O)CCC1=O,-8,-8

SMILES,HIV RNase H inh,RmlCD inh mix
O=C(NC1=NCCS1)c1cc2ccccc2o1,-9,-5
O=C(NCc1ccccc1)c1onc(CSc2ccccc2)c1C(=O)NCC1CC1,.,-13
O=C(CCCn1c(=S)[nH]c2cc3c(cc2c1=O)OCO3)NC1CC1,-14,4
COc1ccc(CNC(=O)C2CCC(CNS(=O)(=O)c3cccc4nsnc34)CC2)cc1 (stereo not given),.,6
CCOC(=O)c1c(N)n(CCN2CCOCC2)c2nc3ccccc3nc12,.,40
CCN(CC)CCN1C(=O)c2oc3ccccc3c(=O)c2C1c1ccccc1 (stereo not given),-3,5
CCOC(=O)C1=C(C)N(CCCC(=O)O)C(=O)NC1c1ccccc1OS(=O)(=O)c1ccccc1[N+](=O)[O-] (stereo not given),.,7
Cc1nc(NC(=O)C2CC3CCCC(C2)C3=O)sc1C (stereo not given),1,5
COc1ccc(NC2=C(C)C(=O)CC2)cc1,-1,-10
CCOc1ccc(-n2c(C)c(C(C)=O)c(C(C)=O)c2C)cc1,.,5
CC(=O)Nc1cccc(NC(=O)C2CC3CCC2C3)c1 (stereo not given),4,-2
O=C(NCCN1CCOCC1)c1c(F)c(F)c(F)c(F)c1F,1,59
Cc1ccc(NC(=O)c2ccc(Cn3cc(Br)cn3)o2)cc1,.,4
CC(=O)Nc1ccc(S(=O)(=O)NCCSCc2ccco2)cc1,-4,-2
Cn1c(=O)c2c(nc(CN3CCN(CCO)CC3)n2CCc2ccccc2)n(C)c1=O,-7,13

SMILES,HIV RNase H inh,RmlCD inh mix
O=C(CCN1C(=O)c2ccccc2C1=O)Nc1ccncc1,1,-10
O=C1CC(NCc2cccs2)C(=O)N1c1ccc(Cl)cc1 (stereo not given),.,-11
N/C(=N\OS(=O)(=O)c1cc(Cl)ccc1Cl)c1ccncc1,.,-4
CCNS(=O)(=O)c1ccc2c3c(cccc13)C(=O)N2,.,14
Cc1nonc1NC(=O)CSc1nnc(-c2ccoc2C)n1C,-5,-6
O=C(COC(=O)c1ccc(S(=O)(=O)N2CCOCC2)cc1)Nc1nc(-c2ccccc2)cs1,-3,-18
CCOc1ccc(N(CC(=O)Nc2ccccc2C)S(=O)(=O)c2c(C)noc2C)cc1,-2,-12
COc1ccc(N=C2SC(C(=O)O)CC(=O)N2Cc2ccc(OC)c(OC)c2)cc1 (stereo not given),-2,-7
Cc1ccc(C2C3=C(CC(C)(C)CC3=O)Nc3n[nH]c(C)c32)cc1 (stereo not given),-5,3
C=CCOC(=O)C1=C(C)NC(SCC(=O)Nc2ccccc2)=C(C#N)C1c1ccco1 (stereo not given),.,-11
CCc1cc2c(cc3c(=O)n(CC(=O)N4CCN(c5ccccn5)CC4)nc(CC)n32)s1,-1,5
O=C(COC(=O)c1ccc(Sc2ccccc2)c([N+](=O)[O-])c1)NC1CCCc2ccccc21 (stereo not given),.,-11
COc1ccc(NC(=O)C2C3C=CC(O3)C2C(=O)NCc2cccnc2)cc1 (stereo not given),.,-5
O=C(O)C1CCN1C1CCCCC1 (stereo not given),7,-2
CCN(CCO)c1ncnc2c1sc1nc(CC(C)C)c3c(c12)CC(C)(C)OC3,.,-12

SMILES,HIV RNase H inh,RmlCD inh mix
COc1ccc(OC)c(C(=O)COC(=O)c2ccc(C)o2)c1,-18,-15
COC(=O)c1nn(-c2ccc3c(c2)CCN3C(C)=O)cc1O,.,41*
Cc1ccc(-n2sc3ccccc3c2=O)cc1S(=O)(=O)N1CCCCC1,96*,31
CCOC(=O)c1c(NC(=O)CSc2nnnn2C)sc(C)c1C,-14,3
COc1ccccc1N1CCN(CC(=O)c2ccc3ccn(C(C)=O)c3c2)CC1,11,13
CCCCCOc1ccc(NC(=O)CCCC(=O)O)cc1,0,-17
O=c1cc(O)c2c(=O)n(-c3ccccc3)c3ccccc3c2o1,7,-1
Cc1nc2ccccc2n1C1CC(=O)N(Cc2ccccc2)C1=O (stereo not given),.,-31
CC(=O)c1nc(N2C(=O)C3CC=C(C)CC3C2=O)sc1C (stereo not given),-18,5
Cc1nc(N)sc1N=Nc1ccc(Br)cc1,.,-8
Cc1noc(C)c1C(=O)N1CCC(Cc2ccccc2)CC1,-1,6
Cc1cc(SCC(=O)N/N=C/c2ccc(O)cc2O)c(C)cc1Br,.,-13
Cc1nc(N2CCN(c3ccccc3)CC2)nc2c1C(=O)CC(c1ccccc1)C2 (stereo not given),-4,3
CC(=O)Nc1ccccc1C(=O)C(=O)O,.,-1

Source: PubChem BioAssay

This is a subset; rates above refer to the full screens.
